Source: PubChem BioAssay (several laboratories)
hiPSC survival = enhancers of single-cell hiPSC survival, primary screen, ATPlite luminescence | 100% = ROCK inhibitor wells, 0% = DMSO | survival enhancement, % at 20 µM | actives 0.044% (n = 360,000) | AID 602274, 2012; in the data active = survival enhancement above about 18%;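 note: cells exposed to compounds for 16 hours before the ATP read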
CF NFkB inh = inhibitors of PAF-induced NF-kB signaling, primary screen, cell-based, GFP fluorescence, uHTS; inhibition, % at 5 µM; actives 0.86% (n = 360,000); KKLEB NF-kB-GFP reporter, GFP fluorescence overnight;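 active = at least 50% inhibition at 5 µM, scaled per plate between neutral and stimulator controls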;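 note: PAF is a Pseudomonas aeruginosa culture filtrate used as stimulus; plate controls were PAF-stimulated DMSO wells for no effect and unstimulated DMSO wells for full effect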
KKLEB cytotox = cytotoxicity in KKLEB CF airway cells, primary screen, cytotoxicity control for CF NF-kB inhibitor project, cell-based, uHTS, fluorescence assay plates; KKLEB CF airway cells viability, ATPlite luminescence, overnight; hits give low values; cells stimulated with P. aeruginosa culture filtrate; activity change (cytotoxicity), % at 5 µM; actives 0.36% (n = 360,000);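 active = corrected activity change at or below -50% at 5 µM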
NR2E3 ag-1 = inhibitors of NR2E3-RetCOR corepressor binding, primary screen, NR2E3 agonist project, biochemical, TR-FRET, GST-NR2E3, biotin-RetCOR. Photoreceptor-specific nuclear receptor (Homo sapiens), Q9Y5X4. 1536-well. inhibition of corepressor binding, % at 4.78 µM. actives 0.12% (n = 320,000). AID 2300, 2010;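 active = percent inhibition above the cutoff of mean plus 3 SD of all tested compounds, set per screening campaign, cut at about 20% in these data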;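 note: 0% = DMSO wells and 100% = biotin wells as full block of FRET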
Target sequence (Q9Y5X4 whole entry, looked up): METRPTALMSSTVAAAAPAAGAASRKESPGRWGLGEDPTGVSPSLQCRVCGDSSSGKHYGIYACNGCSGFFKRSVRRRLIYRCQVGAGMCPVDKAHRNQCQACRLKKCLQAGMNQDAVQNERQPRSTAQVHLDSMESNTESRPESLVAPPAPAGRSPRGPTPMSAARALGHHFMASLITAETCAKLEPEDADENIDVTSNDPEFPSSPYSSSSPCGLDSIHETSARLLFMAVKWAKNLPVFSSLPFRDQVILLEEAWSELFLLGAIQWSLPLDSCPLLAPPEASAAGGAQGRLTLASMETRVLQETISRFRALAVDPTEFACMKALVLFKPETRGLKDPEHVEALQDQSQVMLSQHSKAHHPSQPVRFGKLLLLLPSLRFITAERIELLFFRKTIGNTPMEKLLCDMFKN
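System: GST-tagged NR2E3 plus biotinylated RetCOR corepressor; Buffer or medium: pH 7.5 Tris-based buffer; Probe or stimulus: RetCOR corepressor, biotinylated, 7 nM; Doses: compound at 4.8 µM, single dose; Schedule: 5 h incubation at 4 °C; Technique: time-resolved FRET; Evaluation: percent inhibition of TR-FRET ratio; Replication: one well per compound, singlicate testing.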
Shn3 3UTR inh = reduction of Shn3 3'UTR firefly luciferase signal, primary screen, Schnurri-3 inhibitor project, cell-based, Clone20 osteoblasts, set 2; Clone20 osteoblast Shn3 3'UTR firefly luciferase, 24 h; inhibition, % at 12.5 µM; actives 0.52% (n = 360,000);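 active = mean inhibition of at least 75% with every replicate also reaching 75%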;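 note: 0% = median of neutral control wells and 100% = pilot-screen positive control compound; some compounds past the cut are filed as inactive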
TWEAK-Fn14 inh = inhibitors of TWEAK-Fn14 signaling, primary screen, luciferase reporter cells, uHTS; actives 2% (n = 360,000); inhibition, % at 10 µM; TWEAK-stimulated Fn14 reporter cells, luciferase luminescence, 8 h; in the data active = inhibition above about 50%
HIF-2a block = HIF-2a reporter inhibitors, primary screen, luminescence, 786-0 RCC cells | 786-0 RCC cells HIF-2a reporter, luciferase luminescence, overnight | inhibition, % at 18.8 µM | actives 0.72% (n = 360,000) | AID 624352, 2012;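 active = inhibition of the luminescence signal of 40% or more relative to plate controls, in a single-dose primary screen at 18.75 µM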
aDG glyco act = activators of alpha-DG glycosylation, primary screen, uHTS, Pro5-aDG cells, AlphaScreen; alpha-DG glycosylation AlphaScreen (IIH6); 0% Pro5, 100% B10-LARGE cell signal; activation, % at 10 µM; actives 0.22% (n = 360,000);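 active = activation of at least 8% versus controls, or a plate z-score of at least 8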;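 note: Pro5 are CHO cells carrying HIG-tagged alpha-DG that lacks glycosylation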
MITF TRPM1 inh = inhibitors of MITF-dependent TRPM1 promoter reporter, primary screen, cell-based, SK-MEL-5, single point, luciferase | SK-MEL-5 TRPM1 promoter luciferase, 24 h | inhibition, % at 12.5 µM | actives 0.83% (n = 330,000);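 active = mean inhibition across replicates of 60% or more, whatever share of single replicates reaches that level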; note: values of inactives mirror those of a sister screen read the other way
NR2E3 ag-2 = NR2E3 agonists in two-hybrid cells, primary screen, cell-based, luminescence, CHO-S, Gal4-NCOR/VP16-NR2E3; Photoreceptor-specific nuclear receptor (Homo sapiens), Q9Y5X4; inhibition of corepressor binding, % at 3.98 µM; luciferase; AID 602229, 2012; actives 0.35% (n = 360,000);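 active = inhibition above the mean of all tested compounds plus 3 SD, cut at about 70% in these data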;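 note: 0% = DMSO with NR2E3 transfected cells and 100% = cells lacking NR2E3 construct; higher means lower luciferase signal from less NR2E3 corepressor binding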
Peg3 prom inh = Peg3 promoter-driven luciferase inhibitors, primary screen, cell-based, HeLa, luciferase luminescence. HeLa PEG-Prom luciferase reporter, overnight. actives 1.7% (n = 360,000). inhibition, % at 20 µM;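 active = inhibition of at least 50% at 20 µM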
* = called active by the depositor; . = not tested or not shown.

SMILES	hiPSC survival	CF NFkB inh	KKLEB cytotox	NR2E3 ag-1	Shn3 3UTR inh	TWEAK-Fn14 inh	HIF-2a block	aDG glyco act	MITF TRPM1 inh	NR2E3 ag-2	Peg3 prom inh
O=C1OC(COc2ccc(Br)cc2)CN1c1ccccc1 (centres undefined)	-0.1	7	6	1	9	-11	16	0.1	9	-2	1
Cc1ccc(NCC(=O)N2CCN(S(=O)(=O)c3ccccc3)CC2)cc1F	-0.3	-16	0	.	-23	13	3	-0.1	10	4	11
N#Cc1cc2c(nc1SCC(=O)N1CCCCC1)CCCCC2	-2.1	6	-12	1	-21	41	-69	-0.2	-20	9	-89
CCCOc1ccccc1C(=O)Nc1ccc(S(=O)(=O)N2CCN(C)CC2)cc1	0.8	0	12	-1	22	15	8	0.1	-18	-2	20
O=[N+]([O-])c1ccc(Oc2ccc(Oc3ccc(C(F)(F)F)cn3)cc2)nc1	0.0	-17	-1	-2	10	-15	-18	0.1	4	8	11
CC(C)C(c1nnnn1C1CCCC1)N1CCc2ccccc21 (centres undefined)	-1.0	-4	1	-3	14	-1	14	0.3	-1	11	29
CNC(=S)NN=C(C)c1ccc(OC)cc1O	5.7	-2	-16	.	48	17	-60	0.2	18	72*	-68
Cc1[nH]c2ccccc2c1[C@H]1[C@@H](CC#N)C1(C)C	0.6	2	8	0	9	5	20	-0.1	-1	9	13
CCc1nc2ccc(C(=O)Nc3cc(-c4ccccc4)ccc3OC)cn2c1N(C)Cc1nccs1	-1.6	45	-35	.	-17	42	-10	0.0	.	10	67*
CCC(CC)C(=O)N(C)c1c(C)nc2c(OCc3ccccc3C)cccn12	-1.1	1	-13	.	7	11	11	1.0	.	5	23
O=S(=O)(NCc1ccco1)N1CCOCC1	13	-4	7	-3	0	-2	12	0.1	5	-4	-7
O=C(c1ccc([N+](=O)[O-])cc1)N1CCSC1c1cccc(Cl)c1 (centres undefined)	1.2	16	-5	5	-7	-5	24	0.0	-8	16	8
CC(C)C[C@H]1CN([C@@H](Cc2ccc(O)cc2)CN2CCC[C@@H]2CN2C(=O)C(=O)NC[C@@H]2Cc2ccccc2)C(=O)C(=O)N1CC1CCCCCC1	0.3	6	-8	.	3	3	-8	-0.2	6	-16	5
O=C(CN1C(=O)NC2(CCCCCCC2)C1=O)NCc1ccccc1	4.4	-20	5	.	-1	0	12	0.0	2	-22	8
S=c1nc(-c2ccccc2)n(CCCn2ccnc2)c2c1CCCC2	0.2	-46	6	3	4	-11	1	-0.2	.	-7	10
Cc1cc(C(=O)Nc2c(F)cc(F)cc2Br)no1	-0.7	-12	6	2	-6	-3	-48	-0.1	-18	-37	-26
COC(=O)NNS(=O)(=O)c1ccc(C)cc1	3.8	-11	14	1	1	-2	11	-0.2	6	-35	10
O=C(O)c1ccc2noc(-c3ccccc3)c2c1	-0.6	4	14	1	-76	-41	-172	-0.1	-51	-107	-170
CCOC(=O)c1c(C)[nH]c(C(=O)NNC(=O)c2ccccc2F)c1C	-0.1	20	-5	.	-32	26	-203	0.1	-70	-85	-188
Cc1c(C)n(Cc2ccccc2)c2ncnc(NCCO)c12	1.8	-4	-7	-1	7	12	13	-0.2	-14	-8	17
Cc1ccc2c(O)c(Cc3ccccc3)c(=O)[nH]c2n1	-0.3	-6	20	.	4	21	13	-0.1	3	22	8
CCOC(=O)N1CCN(CCC(=O)Nc2cccc(C)c2)CC1	-0.2	0	-6	2	-2	-3	2	0.1	5	6	8
C=C1c2cc(C)ccc2NC(=O)N1c1ccccc1	-2.0	-10	-1	1	-7	10	0	0.5	1	-20	-7
Cc1ccc(NC(=O)CCC(=O)NNC(=O)c2ccco2)cc1C	6.3	7	4	0	4	0	6	-0.2	1	-4	-1
Cc1cccc(NCC(=O)N/N=C\c2c[nH]c3ccccc23)c1	0.1	25	-13	0	4	29	-4	-0.5	12	5	15
COc1ccc(S(=O)(=O)Oc2cccc(/C=N/N=C3/NC(=O)C(CC(=O)O)S3)c2)cc1 (centres undefined)	0.0	-13	14	-2	-5	20	0	0.0	-7	-13	8
Cc1ccc(S(=O)(=O)N2CCCOC2CNC(=O)C(=O)NC2CCCC2)cc1 (centres undefined)	-0.6	-16	13	2	12	4	10	0.0	15	-8	16
COCCN1Cc2cccc(C(=O)Nc3c(C)cccc3C)c2C1=O	1.4	-15	0	-3	-9	4	-3	-0.1	0	-5	-13
CCC(=O)OCC(=O)[C@@]1(OC(=O)CC)[C@@H](C)C[C@H]2[C@@H]3CCC4=CC(=O)C=C[C@]4(C)[C@@]3(Cl)[C@@H](O)C[C@@]21C	3.1	67*	30	0	17	11	22	0.0	-7	4	-7
CCc1nc(Nc2ccc(F)cc2)c2oc3ccccc3c2n1	-0.4	-3	-3	-1	19	8	-76	0.0	-32	-48	-24

Entries of single compounds, looked up by structure.
Cc1ccc2c(O)c(Cc3ccccc3)c(=O)[nH]c2n1 as listed: hiPSC survival = -0.3; CF NFkB inh = -6; KKLEB cytotox = 20; NR2E3 ag-1 = .; Shn3 3UTR inh = 4; TWEAK-Fn14 inh = 21; HIF-2a block = 13; aDG glyco act = -0.1; MITF TRPM1 inh = 3; NR2E3 ag-2 = 22; Peg3 prom inh = 8
CCC(=O)OCC(=O)[C@@]1(OC(=O)CC)[C@@H](C)C[C@H]2[C@@H]3CCC4=CC(=O)C=C[C@]4(C)[C@@]3(Cl)[C@@H](O)C[C@@]21C as listed: hiPSC survival = 3.1; CF NFkB inh = 67*; KKLEB cytotox = 30; NR2E3 ag-1 = 0; Shn3 3UTR inh = 17; TWEAK-Fn14 inh = 11; HIF-2a block = 22; aDG glyco act = 0.0; MITF TRPM1 inh = -7; NR2E3 ag-2 = 4; Peg3 prom inh = -7

New compounds follow.
SMILES	hiPSC survival	CF NFkB inh	KKLEB cytotox	NR2E3 ag-1	Shn3 3UTR inh	TWEAK-Fn14 inh	HIF-2a block	aDG glyco act	MITF TRPM1 inh	NR2E3 ag-2	Peg3 prom inh
Cc1cc(C)cc(-n2c(C)c3c(C)nnc(C)c3c2C)c1	-0.5	-25	6	2	54	-17	18	0.1	-1	-11	9
CC1CN(C(=O)CCCN2C(=O)c3ccccc3C2=O)CC(C)O1 (centres undefined)	-0.8	2	0	.	-1	10	9	-0.2	14	-11	0
Cc1ccccc1-c1nc(C#N)c(N2CCCCC2)o1	-0.1	7	-8	-2	-17	-10	-97	0.1	-12	-69	-53
COc1ccccc1C(=O)NNC(=O)c1ccncc1	0.3	-3	-6	3	-11	5	-26	0.0	.	11	-7
Oc1cccc(Oc2ncc(C(F)(F)F)cc2Cl)c1	1.5	15	-8	3	12	-6	12	-0.2	-11	-1	-15
Cc1nc(NC(=O)C23CC4CC(CC(C4)C2)C3)sc1Cc1ccc2c(c1)OCO2	-1.6	16	-18	-1	16	20	-191	0.9	-23	-7	-167
COc1ccc(/C=C/C(=O)NC(=S)NNC(=O)c2cccnc2)cc1	-2.2	2	-13	-2	-5	15	0	-0.5	-3	-59	12
CCC12CN3CC(CC)(CN(C1)C3c1c(O)ccc3ccccc13)C2=O (centres undefined)	0.4	5	-5	.	13	25	22	0.7	10	-15	11
O=C(COc1cc(F)ccc1[N+](=O)[O-])NCCCc1ccccc1	0.0	6	-20	0	5	3	24	1.3	-1	-14	4
CC(NC1CCCC1)c1ccccc1 (centres undefined)	-0.7	-20	5	1	-3	16	14	-0.1	-5	18	6
O=C(CCN1C(=O)/C(=C/c2ccc3c(c2)OCO3)SC1=S)Nc1cccc(C(=O)O)c1	1.9	15	-6	4	8	-9	14	-0.1	-3	8	4
O=C(N/N=C/c1ccc(O)cc1O)/C(=C/c1ccccc1)CCO	-1.0	3	10	-2	66	-28	-11	0.3	12	-9	5
O=C(Nc1cccc([N+](=O)[O-])c1)NC1CCS(=O)(=O)C1 (centres undefined)	-0.4	-49	3	3	3	-15	4	2.6	1	-14	37
O=C1OCc2cccc3cccc1c23	-1.5	-9	8	6	3	-8	-13	-0.1	-13	19	7
CN(C)c1ccc(/C=C(\NC(=O)c2ccccc2)C(=O)NCc2ccncc2)cc1	-0.4	13	4	4	-11	10	7	-0.1	3	0	2
CCOc1cc(C)c(S(=O)(=O)N2CCCC2)cc1C	-1.3	-4	-1	0	-35	-5	10	-0.1	-9	-1	13
CCN1CCC(NCCc2ccc(F)cc2)CC1	-0.4	18	-14	5	-20	-4	4	0.0	-3	-123	-16
O=C(NCc1ccncc1)C(=O)C1C(=O)Nc2ccccc21 (centres undefined)	-2.3	-9	-1	3	18	5	18	-0.4	18	7	-8
CC1Cc2nc(SCC(=O)Nc3nc4ccccc4s3)n(C)c(=O)c2S1 (centres undefined)	-0.2	-16	-3	2	62	-3	6	0.9	28	15	20
Cc1nn2cnnc2c(C)c1Cc1c(F)cccc1Cl	-0.1	-4	-5	0	9	0	12	0.2	2	-17	-1
O=C(Nc1cccc(Br)c1)c1ccc(CN2CCc3ccccc3C2)cc1	-0.6	-3	-2	4	-19	24	-103	0.0	-4	-1	-65

A second format for part of the listing above:
compound | hiPSC survival | CF NFkB inh | KKLEB cytotox | NR2E3 ag-1 | Shn3 3UTR inh | TWEAK-Fn14 inh | HIF-2a block | aDG glyco act | MITF TRPM1 inh | NR2E3 ag-2 | Peg3 prom inh
Cc1cccc(NCC(=O)N/N=C\c2c[nH]c3ccccc23)c1 | 0.1 | 25 | -13 | 0 | 4 | 29 | -4 | -0.5 | 12 | 5 | 15
COc1ccc(S(=O)(=O)Oc2cccc(/C=N/N=C3/NC(=O)C(CC(=O)O)S3)c2)cc1 (centres undefined) | 0.0 | -13 | 14 | -2 | -5 | 20 | 0 | 0.0 | -7 | -13 | 8
